CIT2-GFP yeast – yeast TOR pathway CIT2-GFP modulation; 320,000 compounds, 0.065% hits; S. cerevisiae CIT2-GFP strain, flow cytometry, 3 h; 100 means same as DMSO wells; GFP response vs DMSO, % at 10 µM; AID 2029;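 active = GFP response relative to DMSO above a set limit, near the screen mean plus 3 SD, cut at about 150% in these data; inconclusive = Fewer than 70 cells measured for a yeast strain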;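 note: ratio of well median GFP fluorescence to mean of DMSO wells on the plate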
MCL1-BIM inh – disrupts human MCL1 binding to BIM-BH3 peptide; GST-MCL1 / FITC-Bim-BH3 fluorescence polarization; AID 2057; inhibition, % at 10.9 µM; Q07820; 320,000 compounds, 0.68% hits;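 active = inhibition above the mean inhibition of all tested compounds plus 3 SD, set per campaign, cut at about 40% in these data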;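 note: 0% = DMSO wells and 100% = unlabeled Bim-BH3 peptide control; higher means more loss of mP so more displacement of Bim peptide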
Fam108B counter – Fam108B inhibition, counter-screen for RBBP9 inhibitors | recombinant Fam108B, FP-Rh probe fluorescence polarization | inhibition, % at 9.51 µM | 300,000 compounds, 0.33% hits | AID 1947;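 active = inhibition above the screen mean inhibition plus 3 SD, computed separately per campaign, cut at about 18% in these data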;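 note: inhibitors lower polarization as less probe binds the enzyme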
AGP1 TOR yeast – yeast TOR pathway AGP1-GFP modulation. GFP response vs DMSO, % at 10 µM. AID 2066. S. cerevisiae AGP1-GFP multiplex flow cytometry, 3 h; GFP as percent of DMSO wells. 320,000 compounds, 0.02% hits;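 active = GFP response relative to DMSO above a set limit, near screen average plus 3 SD, cut at about 150% in these data; inconclusive = fewer than 70 cells counted for the yeast strain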;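 note: median GFP channel fluorescence of the gated AGP1 strain per well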
Bcl-xL primary – inhibitors of human Bcl-xL; 320,000 compounds, 0.7% hits; GST-Bcl-xL / FITC-Bim BH3 peptide fluorescence polarization; Q07817; inhibition, % at 10.9 µM;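 active = inhibition above the mean of all tested compounds plus 3 SD, cutoff set per campaign, cut at about 30% in these data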;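 note: 0% = DMSO wells and 100% = unlabeled Bim-BH3 peptide competitor; inhibitors lower millipolarization by displacing the labeled peptide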
Target sequence (Q07817 whole entry, looked up): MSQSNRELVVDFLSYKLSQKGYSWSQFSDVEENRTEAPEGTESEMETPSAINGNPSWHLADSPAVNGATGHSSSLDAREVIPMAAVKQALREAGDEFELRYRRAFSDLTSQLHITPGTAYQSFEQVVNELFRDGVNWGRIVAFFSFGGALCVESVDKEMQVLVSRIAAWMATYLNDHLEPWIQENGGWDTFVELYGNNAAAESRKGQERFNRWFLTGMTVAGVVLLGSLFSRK
GLD-1 RNA inh – GLD-1-TGE RNA interaction inhibition (C. elegans) | Q17339 | purified GLD-1 + fluorescein TGE RNA, fluorescence polarization | inhibition, % at 5.96 µM | 320,000 compounds, 0.44% hits | AID 2280;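 active = percent inhibition above a per-plate cutoff, the plate mean of test compounds plus 3 SD, cut at about 30% in these data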;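 note: 0% = DMSO wells with GLD-1 and probe and 100% = wells lacking GLD-1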
MEX-5 binding – C. elegans MEX-5 TCR-2 RNA binding activity; Q9XUB2; MEX-5/FITC-TCR2 RNA binding, fluorescence polarization; stronger effect = lower value; activity score (negative = inhibition of binding), % at 10 µM; 300,000 compounds, 0.38% hits; AID 1832;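 active = inhibition past about -25% in most replicates, and total fluorescence under double the plate's negative control median, limit read from the data; inconclusive = replicates evenly split on the limit, or fluorescence at least double controls; inactive = too little inhibition in most replicates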;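 note: 0% = DMSO and -100% = 5 µM competing unlabeled TCR2 RNA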
GRK2 aptamer HTS – inhibitors of human GRK2 displacing RNA aptamer. bead flow cytometry, FAM-aptamer displacement from GRK2. inhibition of aptamer binding, % at 10 µM. 330,000 compounds, 0.59% hits;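 active = inhibition of aptamer binding above 40%, roughly 3 SD of noise, on plates passing a quality check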;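 note: median bead fluorescence of bound FAM aptamer so fluorescent compounds give negative values; no value below 0 was filed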
Target sequence (P25098 whole entry, looked up): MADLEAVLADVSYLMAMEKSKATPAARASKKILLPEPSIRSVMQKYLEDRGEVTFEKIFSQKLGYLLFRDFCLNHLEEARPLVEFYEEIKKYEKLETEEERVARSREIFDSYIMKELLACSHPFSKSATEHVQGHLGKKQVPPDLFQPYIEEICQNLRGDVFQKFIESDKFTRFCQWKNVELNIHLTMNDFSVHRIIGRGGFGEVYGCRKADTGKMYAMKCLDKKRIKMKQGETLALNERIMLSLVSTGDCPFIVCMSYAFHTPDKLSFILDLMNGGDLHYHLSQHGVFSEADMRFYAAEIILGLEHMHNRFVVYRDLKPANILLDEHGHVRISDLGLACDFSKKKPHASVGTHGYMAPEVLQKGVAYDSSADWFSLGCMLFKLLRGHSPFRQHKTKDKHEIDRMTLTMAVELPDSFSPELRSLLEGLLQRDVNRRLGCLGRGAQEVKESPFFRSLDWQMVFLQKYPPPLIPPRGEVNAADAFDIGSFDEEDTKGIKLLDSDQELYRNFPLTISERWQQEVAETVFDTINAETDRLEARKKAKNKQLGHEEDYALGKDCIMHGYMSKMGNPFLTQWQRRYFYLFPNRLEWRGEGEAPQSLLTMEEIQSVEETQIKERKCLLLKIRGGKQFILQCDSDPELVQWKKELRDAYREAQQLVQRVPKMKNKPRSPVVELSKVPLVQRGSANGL
VLA-4 inh – inhibition in a human VLA-4 binding assay. P13612. VLA-4 expressing cells, ligand binding flow cytometry. inhibition, % (about 7 µM as worked out from the volumes in the protocol). 330,000 compounds, 0.2% hits. AID 2557; in the data active = inhibition above about 50%
The depositor's hits bear a star; ? = inconclusive; · = not tested or not shown.

SMILES	CIT2-GFP yeast	MCL1-BIM inh	Fam108B counter	AGP1 TOR yeast	Bcl-xL primary	GLD-1 RNA inh	MEX-5 binding	GRK2 aptamer HTS	VLA-4 inh
CN(C)S(=O)(=O)c1ccc(C(=O)Nc2cccc(C(=O)O)c2)cc1	102	8	-6	96	5	2	-2.0	3	7
O=C(Cn1ncc(Cl)c(Cl)c1=O)NC1CCS(=O)(=O)C1 (centres undefined)	106	10	1	99	6	5	-0.8	2	14
COC(=O)c1ccccc1NC(=O)Cn1c(=O)n(CCC(=O)NC2CCN(Cc3ccccc3)CC2)c(=O)c2ccccc21	97	5	-4	100	1	4	-4.0	1	-3
COc1cc(Br)cc(-c2nc3c(c(=O)[nH]c(=O)n3Cc3ccccc3)n2C)c1O	91	-4	2	95	-4	7	3.6	2	7
COc1ccc(OC(C)c2ccc(C#N)c(=O)[nH]2)cc1 (centres undefined)	102	7	-1	103	1	-4	0.5	8	-2
COc1ccc(OC)c(NC(=O)COC(=O)Cc2ccc(Br)cc2)c1	95	3	3	109	5	-2	-0.3	0	-5
COC(=O)c1cccc(NC(=O)CSc2nc(O)c(-c3ccccc3)c(=O)[nH]2)c1	93	7	-8	94	6	-2	-0.7	33	8
CC(C)(C)C(=O)Nc1ccc(C(=O)Nc2cccc(Oc3ccc(C(=O)O)c(C(=O)O)c3)c2)cc1	105	6	-3	102	0	0	-3.0	2	-3
O=C(COc1cccnc1[N+](=O)[O-])Nc1ccc(F)cc1	90	·	·	95	·	3	·	2	0
N#Cc1c(NC(=O)CSc2nc3ccccc3c(=O)n2Cc2ccco2)sc2c1CCCC2	97	4	3	100	1	-3	-0.5	0	3
CC(=O)Nc1ccc(NC(=S)NC(=O)/C=C/c2ccccc2)cc1	95	-4	-10	96	0	-1	2.4	0	2
Cc1cc(C)nc(SCc2csc(-c3ccccc3)n2)n1	111	8	1	98	5	-2	-2.5	1	4
COc1cc(OC)cc(C(=O)OCC(=O)NC(c2ccccc2)c2ccccc2)c1	100	0	·	100	-3	-8	·	0	13
S=C(NCc1ccccc1)Nc1cccc(Cl)c1	98	4	1	101	3	5	-1.2	2	-16
COc1cccc2c(=O)n(CC(=O)Nc3ccc(F)cc3)ccc12	94	-1	1	99	2	-1	-2.0	1	34
CC1(c2ccccc2)NC(=O)N(CC(=O)Nc2ccc3c(c2)CCC3)C1=O (centres undefined)	88	·	·	92	·	1	·	1	21
COc1cccc(-n2c(N)c(-c3nc4ccccc4[nH]3)sc2=S)c1	92	-1	8	106	3	-1	-2.4	1	-20
O=C(NC1CC1)c1ccc2c(Cl)c3c(nc2c1)CCCC3	99	-9	-3	95	5	-3	-3.6	3	-1
O=C(Nc1sc2c(c1C(=O)O)CCCC2)C(=O)N1CCOCC1	100	7	-1	90	4	0	-2.0	0	-1
O=C(Nc1ccccc1C(=O)NCCc1ccc(O)cc1)c1ccco1	103	8	-3	99	8	-2	1.2	1	8

Entries of single compounds as entered above. Screens in order: CIT2-GFP yeast | MCL1-BIM inh | Fam108B counter | AGP1 TOR yeast | Bcl-xL primary | GLD-1 RNA inh | MEX-5 binding | GRK2 aptamer HTS | VLA-4 inh
`CC(=O)Nc1ccc(NC(=S)NC(=O)/C=C/c2ccccc2)cc1` is listed with 95 | -4 | -10 | 96 | 0 | -1 | 2.4 | 0 | 2
`CC(C)(C)C(=O)Nc1ccc(C(=O)Nc2cccc(Oc3ccc(C(=O)O)c(C(=O)O)c3)c2)cc1` is listed with 105 | 6 | -3 | 102 | 0 | 0 | -3.0 | 2 | -3

The results go on:
SMILES	CIT2-GFP yeast	MCL1-BIM inh	Fam108B counter	AGP1 TOR yeast	Bcl-xL primary	GLD-1 RNA inh	MEX-5 binding	GRK2 aptamer HTS	VLA-4 inh
O=C(CSc1ncccn1)NCc1ccc2c(c1)OCO2	104	-3	4	102	0	-3	-2.5	0	14
O=C(CSc1ncn[nH]1)NCCc1ccc(Cl)cc1Cl	105	-1	1	103	1	11	4.1	0	6
S=c1[nH]nc(Cn2cnc3ccccc32)n1-c1ccccc1	98	-2	-1	96	-2	1	1.6	4	6
O=[N+]([O-])c1cc(-n2cnnn2)ccc1N1CCC(Cc2ccccc2)CC1	·	6	7	107	3	7	0.8	0	6
Clc1cccc(NCc2ccccc2)n1	87	-2	0	89	-2	-6	-2.8	1	2
O=[N+]([O-])c1cccc(S(=O)(=O)c2ccc(NCCO)c([N+](=O)[O-])c2)c1	107	-4	1	105	5	3	-1.7	0	9
COc1ccc(OC)c(CCNC(=O)CN2C(=O)CCSc3ccccc32)c1	110	4	2	98	1	6	0.4	0	22
O=C1CCC(C(=O)N2CCc3ccccc3C2)CN1CCCN1CCOCC1 (centres undefined)	·	6	0	98	8	-6	-5.7	0	4
O=C(O)C1CC=CCC1C(=O)Nc1cccnc1 (centres undefined)	98	-8	-7	109	-1	-8	2.0	0	2
Nc1cc(N)nc(SCC(=O)NCC(=O)Nc2ccc(F)c(F)c2F)n1	106	·	·	101	·	6	·	6	6
CCOC(=O)C1CCCN(C(=O)c2cc3cc4ccc(OC)cc4nc3o2)C1 (centres undefined)	97	4	0	98	-4	-4	·	1	5
Cc1ccc(CNc2ccc3nnc(-c4ccccc4)n3n2)cc1	84	-41	-2	96	-26	3	-0.8	2	22
Cc1c(NC(=O)c2cc(C(C)C)on2)c(=O)n(-c2ccccc2)n1C	110	0	2	115	1	4	-1.0	0	·
Cc1nnc(SCC(=O)Nc2nsc(-c3ccc(C(C)(C)C)cc3)n2)s1	103	-1	0	98	0	-4	-1.5	0	1
COc1ccc(CCCc2nnc(SCC(=O)Nc3ccccc3F)o2)cc1	111	-3	9	103	-5	2	2.6	4	7
Cc1nc(SCC(=O)Nc2ccccn2)n[nH]1	94	1	0	96	-1	4	2.9	0	3
CC(=O)NC(CCS(C)(=O)=O)C(=O)Nc1ccccc1 (centres undefined)	94	-3	-3	94	1	3	-1.8	0	11
COc1ccc(C)cc1NC(=O)CCNC(=O)c1ccco1	110	2	3	99	-1	3	-1.3	0	1
CCCCCCCc1c(O)nc(SCCN(C)C)[nH]c1=O	92	3	1	103	4	3	3.2	0	2
COc1cccc(OCCn2cc(C(C)=O)c3ccccc32)c1	84	-14	4	92	-9	1	0.0	0	7
COc1cc2nc(/C=C/c3cc(OC)c(OC)c(OC)c3)sc2cc1SC	?	-9	2	?	-5	-10	·	0	-7
O=C(COC(=O)CCc1nc2ccccc2s1)Nc1ncc(Cl)cc1Cl	100	20	5	101	17	10	-1.2	6	0
O=C(CNC(=O)c1ccccc1F)N/N=C/c1cccnc1	102	2	3	101	3	1	1.8	0	31
COC(=O)CCCC1=CC2=CC(=O)C(C)(OC(=O)c3cccs3)C(=O)C2=CO1 (centres undefined)	·	122*	3	·	105*	93*	-49*	·	·
Cc1cccc(C)c1NC(=O)C1(N2C(=O)CC2c2ccccc2)CCCCC1 (centres undefined)	99	9	-1	103	3	4	-4.9	2	24
COc1ccc(C(=O)OCC[N+]2(C)CCOCC2)cc1	97	-22	1	96	-15	1	3.6	2	22
CCOC(=O)c1n[nH]n(-c2cc(Cl)cc(Cl)c2)c1=O	90	1	0	87	2	-2	0.0	1	2
COc1ccc(N2C(=O)CC(Sc3nc(C)cc(C)n3)C2=O)cc1OC (centres undefined)	99	-1	-5	97	1	6	2.7	1	2
Oc1ccccc1CNn1cnnc1	110	-8	2	110	-1	-3	-1.1	1	14
Cc1ccc(N(CC(=O)NN=C2CCN(C)CC2)S(=O)(=O)c2ccc(C)cc2)cc1	104	5	-4	106	-2	2	1.6	3	5
O=C(COC(=O)c1ccc(Cl)cc1)NCC1CCCCC1	110	·	·	105	·	-6	·	0	1
COc1ccc(CNC(=O)Cn2nc(C(F)(F)F)cc2C)cc1	97	-8	0	95	1	-8	1.1	0	6
CN(C(=O)COC(=O)c1nc(Cl)ccc1Cl)c1ccccc1	104	4	0	101	10	-3	-2.1	0	3
COc1ccc(C)cc1NC(=O)c1c([N+](=O)[O-])cnn1C	106	19	-4	100	7	7	-0.5	3	10
COc1cccc(OCC(=O)NNC(=O)c2cnccn2)c1	94	1	2	106	-3	-2	-22	0	1
O=C(CN(CC(=O)N1CCOCC1)S(=O)(=O)c1ccc(Br)s1)N1CCOCC1	101	13	2	101	8	-7	0.9	0	9
Cc1cc(=O)oc2cc(NC(=O)c3ccccc3Cl)ccc12	89	25	0	88	29	14	-3.3	1	-2
CC(=O)C1=C(O)C(=O)N(c2ccc(Br)cn2)C1c1ccccc1F (centres undefined)	103	2	-1	104	-2	-10	1.6	1	-4
CN(CCC#N)C(=O)COC(=O)c1cc(Cl)cc(Cl)c1N	88	3	0	93	3	-7	1.1	1	-5
CSCCC(=O)N(C)CC1CCN(CCc2cccc(C(F)(F)F)c2)CC1	102	8	3	108	4	3	2.0	0	2
O=C1C=C(NCc2ccc(Cl)c(Cl)c2)CC1	99	-3	1	101	0	-11	1.9	1	26
CN(CC(=O)Nc1cccc(F)c1)C(=O)c1cc(-c2cccs2)nn1-c1ccccc1	94	-6	-1	108	-5	9	-1.7	1	-2
Cc1ccc2c(c1)N(C(=O)CCC(=O)N1CCN(c3ccccn3)CC1)CC(C)O2 (centres undefined)	98	-7	4	95	-2	4	-1.8	0	20
C=CCNCc1cc(=O)n2c(-c3ccccc3)csc2n1	96	2	3	97	5	-1	-0.5	2	8
N#C/C(=C(/O)Cc1cccc2ccccc12)c1nc2ccccc2s1	102	2	6	98	3	6	0.9	3	2
Cc1cc(N2CCCC2)ccc1NC(=O)COc1cccc(C(F)(F)F)c1	97	5	6	103	-2	6	3.0	0	4
O=[N+]([O-])c1cccc(-c2nc(-c3ccccn3)no2)c1	?	-6	0	?	3	6	-1.3	3	15
c1ccc(Cn2nnnc2C(c2ccccn2)N2CCN(c3ccccc3)CC2)cc1 (centres undefined)	97	2	5	103	1	10	-0.8	0	13
C/C(Nc1ccc(F)cc1)=C(/C#N)C(N)=O	96	-5	4	104	0	-2	1.9	2	1
CCS(=O)(=O)c1nc(NC(C)=O)n[nH]1	100	3	8	98	4	1	0.7	0	-13
CC(C)(C)C1C/C(=C/c2ccco2)C(=O)/C(=C/c2ccco2)C1 (centres undefined)	101	-91	1	97	-42	-40	·	5	-44
O=C(CCCNS(=O)(=O)c1ccc(Br)cc1)N1CC[C@@]2(O)CCCC[C@H]2C1	96	-3	-3	106	-4	-1	2.1	3	10
CC1CCCN(S(=O)(=O)c2cnc[nH]2)C1 (centres undefined)	100	4	4	106	4	-3	-0.8	0	1
Cc1ccc(-c2csc(N(Cc3ccccc3)C(=O)COc3ccccc3)n2)cc1	102	1	0	104	3	5	-1.5	2	30
Cc1cc2c3c(c1C)C1(C(=O)N3C(C)(C)CC2C)C(C#N)=C(N)Oc2cc(O)ccc21 (centres undefined)	100	7	-4	94	4	7	1.6	0	-20
O=C(COC(=O)/C=C/c1cccc(C(F)(F)F)c1)Nc1ccc(Cl)cn1	90	-4	·	100	-1	1	·	0	4
CCOc1cccc(NC(=O)Cc2cccs2)c1	102	-5	-2	95	-2	3	3.4	0	-7
CCCCn1c(N)c(N(CC(C)C)C(=O)CN(C)S(=O)(=O)c2ccc(C)cc2)c(=O)[nH]c1=O	101	-18	2	105	-10	7	-2.7	1	17
COc1cc([N+](=O)[O-])cc2sc(NC(=O)C(C)(C)C)nc12	91	5	4	92	2	2	1.2	2	8
CCc1ccc2nc(NC(=O)CN3C(=O)NC4(CCCC4)C3=O)sc2c1	104	·	·	101	·	2	·	0	7

Screens from PubChem BioAssay.

The order is random; 2.2% or so of the library scored in one or more.
